IDE act: human IDE activators in live cells, primary screen, fluorescence polarization, HEK cells, FAbeta-B substrate. FAbeta-B cleavage; 0% vehicle, 100% cell-free pure enzyme wells. Insulin-degrading enzyme (Homo sapiens), P14735. 340,000 tested, 0.073% active. AID 493087, 2011. activation, % at 5.96 µM;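 active = activation above the mean of all tested compounds plus 3 SD, set per screening campaign, cut at about 17% in these data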
Target sequence (P14735 whole entry, looked up): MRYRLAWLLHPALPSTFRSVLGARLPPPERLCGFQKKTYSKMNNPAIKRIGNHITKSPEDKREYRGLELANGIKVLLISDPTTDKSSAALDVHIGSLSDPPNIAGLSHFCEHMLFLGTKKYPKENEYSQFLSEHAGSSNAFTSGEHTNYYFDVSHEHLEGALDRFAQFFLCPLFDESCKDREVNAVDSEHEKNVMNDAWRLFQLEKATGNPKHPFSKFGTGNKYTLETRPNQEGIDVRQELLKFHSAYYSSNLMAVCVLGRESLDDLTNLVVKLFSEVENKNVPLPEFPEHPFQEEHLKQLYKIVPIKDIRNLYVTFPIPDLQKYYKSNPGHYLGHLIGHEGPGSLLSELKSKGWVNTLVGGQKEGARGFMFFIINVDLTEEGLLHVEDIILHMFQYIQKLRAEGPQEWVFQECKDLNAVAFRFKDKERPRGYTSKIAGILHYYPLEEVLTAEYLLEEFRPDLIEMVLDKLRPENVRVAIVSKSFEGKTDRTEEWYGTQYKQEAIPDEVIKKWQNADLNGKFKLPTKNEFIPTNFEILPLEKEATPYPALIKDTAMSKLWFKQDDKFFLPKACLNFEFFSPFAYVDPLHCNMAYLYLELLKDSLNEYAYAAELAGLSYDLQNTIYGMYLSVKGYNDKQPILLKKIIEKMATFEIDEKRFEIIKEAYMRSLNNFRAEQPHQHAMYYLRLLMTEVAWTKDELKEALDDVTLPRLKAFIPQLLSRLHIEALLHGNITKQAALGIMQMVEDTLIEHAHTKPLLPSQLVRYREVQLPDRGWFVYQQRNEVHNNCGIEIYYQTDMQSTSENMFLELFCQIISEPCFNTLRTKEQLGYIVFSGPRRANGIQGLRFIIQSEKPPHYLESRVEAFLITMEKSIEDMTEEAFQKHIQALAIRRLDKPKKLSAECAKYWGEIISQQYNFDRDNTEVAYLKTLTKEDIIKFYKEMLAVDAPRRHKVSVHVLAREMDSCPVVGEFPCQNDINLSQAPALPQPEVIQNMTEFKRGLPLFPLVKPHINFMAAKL
* = called active by the depositor. The list is partial, so the mix of outcomes need not match the whole.

IDE act | mol
3 | CC1CCN(C(=O)c2[nH]cnc2C(=O)N[C@@H](C)c2ccccc2)CC1
6 | O=C(CSc1n[nH]c(=O)[nH]c1=O)Nc1ccc(Br)cc1Br
-2 | O=C(COC(=O)C1CCN(c2ccc(C(F)(F)F)cn2)CC1)Nc1cccc(F)c1
1 | O=C(CSc1nnc(C2CC2)n1C1CC1)c1cc(F)ccc1F
-7 | Cc1ccc(S(=O)(=O)NCc2ccccc2)cc1C(=O)N1CCCCCCC1
2 | c1ccc(CCCCc2ccccn2)cc1
-2 | CCCn1c(N)c(N(CCOC)C(=O)c2cccc(S(=O)(=O)N3CCCc4ccccc43)c2)c(=O)[nH]c1=O
1 | C[C@H](CO)N1C[C@H](C)[C@@H](CN(C)S(C)(=O)=O)Oc2c(NC(=O)Nc3ccc4c(c3)OCO4)cccc2C1=O
-3 | COCCN(C(=O)COC(=O)c1ccc(-c2ccccc2)cc1)c1c(N)n(Cc2ccccc2)c(=O)[nH]c1=O
0 | CCOC(=O)C1=C(C2=CCCCC2)c2ccc(OC)cc2N(S(=O)(=O)C(F)(F)F)C1C(=O)OCC (configuration not stated)
-1 | CC(=O)Nc1ccc(NC(=O)C(C)OC(=O)c2cccc(S(=O)(=O)N3CCCC3)c2)cc1 (configuration not stated)
9 | CNC(=O)c1nn(C)c(=O)[nH]c1=O

More records:
IDE act | mol
-2 | O=C(/C=C/c1ccc([N+](=O)[O-])cc1)Nc1cccc(S(=O)(=O)NC2=NCCCCC2)c1
4 | O=C(COC(=O)c1ccc2c(c1)OCCO2)NC1CCCCC1
-5 | COc1ccc(CC(=O)OCC(=O)N2CCN(S(=O)(=O)c3ccc(C)cc3C)CC2)cc1
3 | Cc1[nH]c2ccccc2c1C(=O)C(=O)NC1CC(=O)N(c2ccc(F)cc2)C1 (configuration not stated)
-1 | Cc1ccc(NC(=O)COc2ccc3c(c2)OCO3)c(Cl)c1
0 | CC(C)(CNC(=O)c1ccc(-c2ccccc2Cl)o1)N1CCOCC1
-11 | COc1ccc(Br)cc1C(=O)CCC(=O)OCC(=O)Nc1cc(C(N)=O)cc(C(N)=O)c1
-3 | O=C(NC1CCC(O)CC1)c1ccc(Br)o1 (configuration not stated)
0 | CCCCn1cnc2c(SCc3ccccc3Cl)nc(N)nc21
-2 | COc1ccc(C(=O)NCCc2ccccn2)cc1S(=O)(=O)Nc1ccc(Br)cc1
2 | O=C(O)c1ccc(OS(=O)(=O)c2ccc(Cl)s2)c(Cl)c1
2 | CC(=O)Nc1ccc(S(=O)(=O)NC2CC(=O)N(c3ccc(C)cc3)C2)cc1 (configuration not stated)

Two of the compounds above, with each value named.
> COc1ccc(Br)cc1C(=O)CCC(=O)OCC(=O)Nc1cc(C(N)=O)cc(C(N)=O)c1
  IDE act: -11

> O=C(NC1CCC(O)CC1)c1ccc(Br)o1 (configuration not stated)
  IDE act: -3

Next section
IDE act | mol
2 | COc1ccccc1C(=O)NCCC(=O)N(C)Cc1cccnc1
2 | O=C(Nc1ccccc1N1CCCC1)c1cc(S(=O)(=O)N2CCOCC2)ccc1Cl
2 | Cc1cccc(NC(=O)CN2C(=O)NC3(CCCC3)C2=O)n1
-2 | N#Cc1ccc(CCc2ccccc2)[nH]c1=O
8 | CC(=O)Nc1ccc(S(=O)(=O)NCC2CCCO2)cc1 (configuration not stated)
-5 | Nc1nc(=S)c2ncn([C@@H]3O[C@H](CO)[C@@H](O)[C@H]3O)c2[nH]1
1 | O=C(CN1C(=O)NC2(CCCC2)C1=O)N1CCCSC1=Nc1ccccc1
1 | Cc1cc(C)c(CN2CCN(CCCn3cnc(C(=O)Nc4ccc(C)c(C)c4)n3)CC2)c(C)c1
1 | Cc1ccc2sc(N3CCN(C(=O)C4=COCCO4)CC3)nc2c1C
3 | CN(CC(=O)Nc1ccccc1C(=O)NC1CC1)Cc1ccc(N(C)C)cc1
0 | Cc1cc(C)c(-c2csc(NC(=O)C3=COCCO3)n2)c(C)c1
2 | COc1cc(C(C)=O)ccc1OCC(=O)NCC(c1ccc(F)cc1)N1CCOCC1 (configuration not stated)

Next compounds follow:
IDE act | mol
2 | NC(=O)C1C(=O)c2ccccc2C1(C[N+](=O)[O-])c1ccccc1 (configuration not stated)
-1 | Cc1sc2nc(CSCC(=O)Nc3c(F)cccc3F)[nH]c(=O)c2c1C
3 | O=C(Nc1cccc(S(=O)(=O)N2CCOCC2)c1)C1CC(=O)N(c2ccc3c(c2)OCCO3)C1 (configuration not stated)
4 | N#CCN(C(=O)COC(=O)CCCNC(=O)c1ccc(Cl)cc1)c1ccccc1
5 | Cc1ccc(C)c(N(CC(=O)N2CCc3ccccc3C2)S(C)(=O)=O)c1
2 | COc1ccc(COC(=O)C2CCN(S(=O)(=O)c3ccc(OC)c(OC)c3)CC2)cc1
2 | CCc1cccc(NC(=O)CCCN2C(=O)NC(C)(C)C2=O)c1
1 | CCOc1ccc(-n2ccnc(SCC(=O)NCc3cccc(OC)c3)c2=O)cc1
-3 | Cc1ccc(S(=O)(=O)N2CCN(C(=O)Cc3sc(C)nc3-c3ccc(F)cc3)CC2)c(C)c1
3 | CC(=O)Nc1ccc(NC(=O)COC(=O)c2cc(S(=O)(=O)N3CCCC3)ccc2O)cc1
4 | Cc1ccc(S(=O)(=O)N2CCC(C(=O)OCC(=O)N(C)C3CCS(=O)(=O)C3)CC2)cc1C (configuration not stated)
5 | CCNc1nnc(SCC(=O)c2cc(C)n(C3CC3)c2C)s1

The list goes on.
IDE act | mol
3 | CCOC(=O)N1CCN(C(=O)COC(=O)CNC(=O)c2ccc(C)cc2)CC1
3 | N#CCOc1ccccc1CNC[C@H]1O[C@@H](n2cnc(C(N)=O)n2)[C@H](O)[C@@H]1O
2 | O=C(c1ccc2c(=O)n3c(nc2c1)CCC3)N1CCN(S(=O)(=O)c2cccc(F)c2)CC1
-3 | O=C(O)CC1Cc2ccccc2C1C(=O)O (configuration not stated)
1 | COc1ccc(CC(=O)OCC(=O)c2ccc(OC)c(OC)c2)cc1
7 | O=C1N[C@@H](Cc2ccccc2)COC(=O)[C@@H](Cc2ccc(F)cc2)CC/C=C/C[C@@H]1CC(=O)N(CCO)Cc1ccccc1
0 | CC(C)(C)c1ccc(C(=O)NCCC(=O)NC2=NCCS2)cc1
2 | Cc1ccc(SCC(=O)OC(C)C(=O)NC2CCCCC2C)c(C)c1 (configuration not stated)
-2 | COc1ccc([C@@H]2CC=C(C(=O)O)[C@H](c3ccc(Cl)cc3)N2S(=O)(=O)c2ccccc2C)cc1
2 | COc1cc(OC)cc(OC(=O)c2cccc(S(=O)(=O)N3CCN(C)CC3)c2)c1
2 | OC[C@@H](O)[C@@H](O)[C@H](O)[C@H](O)CO
4 | Cc1ccc(NS(=O)(=O)c2ccc3c(c2)CC(=O)N3)cc1F

Ordered by the number under IDE act (rising): some entries from above
IDE act | mol
0 | CC(C)(C)c1ccc(C(=O)NCCC(=O)NC2=NCCS2)cc1
2 | COc1cc(OC)cc(OC(=O)c2cccc(S(=O)(=O)N3CCN(C)CC3)c2)c1
4 | Cc1ccc(NS(=O)(=O)c2ccc3c(c2)CC(=O)N3)cc1F

Carrying on:
IDE act | mol
-3 | O=[N+]([O-])c1ccc(CC(Cl)c2ccccn2)cc1 (configuration not stated)
3 | Cc1ccc(NC(=O)c2ncn(CCCN3CCN(Cc4cccc5ccccc45)CC3)n2)cc1C
-7 | O=C1C=C(O)c2[nH]c(=O)ccc2C1=O
2 | CCOc1ccc(S(=O)(=O)N2CCN(C(=O)c3cc(-c4ccccc4)nn3-c3ccccc3)CC2)cc1
2 | CC(C)c1ccc(C(=O)NNC(=O)c2n[nH]c(=O)c3ccccc23)cc1
3 | COc1cccc(CC(=O)OCC(=O)NC2(C#N)CCCC2)c1
1 | COc1cccc(C(c2ccccc2)N2C3CCC2CN(S(=O)(=O)c2ccc(F)cc2)CC3)c1 (configuration not stated)
-3 | O=C(CCC(=O)N1CCOCC1)NCc1cccc(C(F)(F)F)c1
6 | CCC(CO)Oc1cc(NCc2ccccc2O)c2ncn(C(C)C)c2c1 (configuration not stated)
3 | CN(CC(=O)NCc1ccco1)CC(=O)Nc1ccc(F)c(F)c1F
5 | Cn1ccc(NC(=O)c2ccc(Cl)cc2Cl)n1
5 | Cn1c(=O)c2c(ncn2CC(=O)OCC(=O)c2ccc(Cl)cc2)n(C)c1=O

Reprinted from the part before: six entries, then new ones.
IDE act | mol
1 | COc1cccc(C(c2ccccc2)N2C3CCC2CN(S(=O)(=O)c2ccc(F)cc2)CC3)c1 (configuration not stated)
-3 | O=C(CCC(=O)N1CCOCC1)NCc1cccc(C(F)(F)F)c1
6 | CCC(CO)Oc1cc(NCc2ccccc2O)c2ncn(C(C)C)c2c1 (configuration not stated)
3 | CN(CC(=O)NCc1ccco1)CC(=O)Nc1ccc(F)c(F)c1F
5 | Cn1ccc(NC(=O)c2ccc(Cl)cc2Cl)n1
5 | Cn1c(=O)c2c(ncn2CC(=O)OCC(=O)c2ccc(Cl)cc2)n(C)c1=O
2 | O=C(COC(=O)CNC(=O)C1CCCCC1)NCc1ccc(Cl)cc1
3 | O=C(COC(=O)C1(c2ccccc2)CC1)NNC(=O)c1ccccc1F
0 | O=C(COC(=O)c1ccc(O)cc1O)Nc1ncc(Cl)cc1Cl
-16 | O=C(CCNC(=O)c1ccc(Br)cc1)NCc1ccncc1
7 | C=CCC[C@H](Cc1ccc(F)cc1)C(=O)OC[C@@H](C)NC(=O)[C@@H](CC=C)CC(=O)N[C@H](CO)Cc1ccccc1
3 | C[C@H](CO)N1C[C@H](C)[C@H](CN(C)S(C)(=O)=O)Oc2c(cccc2N(C)C)C1=O
-2 | O=C(NCCS(=O)(=O)N1CCN(c2ccccc2)CC1)c1ccc(Br)o1
3 | O=C(c1cc(C2CC2)nn1-c1ccccc1)N1CCN(Cc2c(F)cccc2Cl)CC1
-5 | CN(C(=O)c1cccc(NC(=O)Cc2ccc(NC(=O)C3CCN(C(=O)C4CCCC4)CC3)cc2)c1)C1CCCCC1
-2 | CC(NS(=O)(=O)c1cccc(C(=O)NCc2ccncc2)c1)c1ccccc1 (configuration not stated)
7 | NNC(=O)C1C(O)CCC2CN3CCc4c([nH]c5ccccc45)C3CC21 (configuration not stated)
3 | Cc1nc(-c2ccc(F)cc2)c(CC(=O)N2CCN(S(=O)(=O)c3cccc(Cl)c3)CC2)s1

An excerpt from above in order of count of non-hydrogen atoms, smallest number first.
IDE act | mol
5 | Cc1ccc(C)c(N(CC(=O)N2CCc3ccccc3C2)S(C)(=O)=O)c1
5 | Cn1c(=O)c2c(ncn2CC(=O)OCC(=O)c2ccc(Cl)cc2)n(C)c1=O
-2 | CC(NS(=O)(=O)c1cccc(C(=O)NCc2ccncc2)c1)c1ccccc1 (configuration not stated)
2 | COc1ccc(COC(=O)C2CCN(S(=O)(=O)c3ccc(OC)c(OC)c3)CC2)cc1
1 | C[C@H](CO)N1C[C@H](C)[C@@H](CN(C)S(C)(=O)=O)Oc2c(NC(=O)Nc3ccc4c(c3)OCO4)cccc2C1=O
7 | O=C1N[C@@H](Cc2ccccc2)COC(=O)[C@@H](Cc2ccc(F)cc2)CC/C=C/C[C@@H]1CC(=O)N(CCO)Cc1ccccc1

The list continues.
IDE act | mol
1 | Cc1cccc(C)c1NC(=O)CNC(=O)CCCc1c[nH]c2ccccc12
-1 | CN(C(=O)CSc1n[nH]c(-c2cccs2)n1)C1CCS(=O)(=O)C1 (configuration not stated)
1 | O=C1C(=Cc2ccco2)CCC1=Cc1ccco1
-4 | Cc1cc2c(SCC(=O)N3CCN(c4ccccc4)CC3)ncnc2s1
3 | Cc1cnc(C(=O)OCC(=O)c2ccccc2)cn1
5 | CCN(CC(=O)Nc1c(F)cccc1F)C(=O)/C=C/c1ccc2c(c1)OCO2
6 | COc1cc(C(=O)N2CCN(c3ccccc3O)CC2)ccc1OCC(=O)N1CCOCC1
-1 | CCOc1ccc(CCNC(=O)CCC(=O)c2cccs2)cc1OCC
-2 | COc1ccc(NS(=O)(=O)c2cc(NC(=O)c3ccc(=O)[nH]c3)ccc2C)cc1
0 | CC(C)(C)OC(=O)C[C@H]1C/C=C\C[C@H](CC(=O)N(CCO)Cc2ccccc2)C(=O)N[C@H](C(C)(C)C)COC1=O
0 | O=C(CN1C(=O)C2CC=CCC2C1=O)Nc1cc(C(F)(F)F)ccc1N1CCCC1 (configuration not stated)
3 | Nc1nc(-c2ccc(S(=O)(=O)N3CCCCC3)cc2)cs1
4 | CN(CC(=O)Nc1ccccc1C(=O)NC1CC1)Cc1ccco1
-1 | CCN(CC(=O)Nc1ccc(NC(C)=O)cc1)C(=O)CSc1ncnc2sc(C)c(C)c12
0 | CCN(C[C@H]1N[C@@](C)(C(=O)OC)[C@H]2C(=O)N(C)C(=O)[C@@H]12)S(=O)(=O)c1ccc(OC)cc1

Screens from PubChem.
